EPAC1 ag = EPAC1 (human) agonism. O95398. EPAC1 agonist qHTS, biochemical assay; response scale: 100% = response to 6.5 mM cAMP. Potency, µM (doses to about 154 µM), without a hit: at the top dose activation, most hits filed as activators. 360,000 tested, 0.073% active; also: potency is read from the fitted curve at half-maximal effect; nearly all actives have a fitted effect of over 60% in size
Target sequence (O95398 whole entry, looked up): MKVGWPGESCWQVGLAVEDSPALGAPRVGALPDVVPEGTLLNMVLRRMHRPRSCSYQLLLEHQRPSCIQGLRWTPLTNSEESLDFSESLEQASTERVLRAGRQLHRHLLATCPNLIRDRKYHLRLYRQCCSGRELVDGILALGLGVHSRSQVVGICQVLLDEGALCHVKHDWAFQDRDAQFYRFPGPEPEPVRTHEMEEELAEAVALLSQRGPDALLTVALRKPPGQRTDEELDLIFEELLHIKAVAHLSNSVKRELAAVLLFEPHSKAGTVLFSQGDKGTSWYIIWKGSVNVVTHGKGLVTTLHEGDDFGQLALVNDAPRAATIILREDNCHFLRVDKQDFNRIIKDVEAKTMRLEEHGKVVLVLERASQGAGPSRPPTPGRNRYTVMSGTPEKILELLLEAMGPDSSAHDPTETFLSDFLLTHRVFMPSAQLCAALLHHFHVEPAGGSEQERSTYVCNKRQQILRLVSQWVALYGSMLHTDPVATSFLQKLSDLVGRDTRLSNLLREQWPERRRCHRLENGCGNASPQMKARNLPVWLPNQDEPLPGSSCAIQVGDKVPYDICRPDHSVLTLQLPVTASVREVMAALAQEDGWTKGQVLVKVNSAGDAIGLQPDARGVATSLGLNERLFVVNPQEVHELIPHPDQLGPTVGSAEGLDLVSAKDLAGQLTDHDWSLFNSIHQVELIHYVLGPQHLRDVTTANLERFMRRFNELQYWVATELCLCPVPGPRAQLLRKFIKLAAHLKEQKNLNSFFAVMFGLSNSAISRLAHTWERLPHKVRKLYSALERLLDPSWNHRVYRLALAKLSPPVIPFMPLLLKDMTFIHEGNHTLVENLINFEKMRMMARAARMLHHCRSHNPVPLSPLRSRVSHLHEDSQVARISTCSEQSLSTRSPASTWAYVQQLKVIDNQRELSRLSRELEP
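Fluorescent GDP-exchange assay: 100 nM EPAC1 with 250 nM Rap1B preloaded with BODIPY-GDP and 50 uM GDP; compounds tested as concentration series, 5 min at room temperature, then read every 5 min for 30 min (ex 480/em 540 nm); normalized to 6.5 mM cAMP.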
Abeta yeast res = restores growth of yeast expressing A-beta42 peptide; yeast expressing A-beta42, growth rescue, OD600, 48 h; response scale: 0% DMSO, 100% iron-clioquinol control; Potency, µM (highest dose often 46.1 µM), without a hit: at the top dose growth rescue, actives largely listed as activators; 410,000 tested, 0.063% active; also: potency is read from the fitted curve at half-maximal effect; nearly all actives have a fitted effect of over 55% in size
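Yeast growth medium received pinned compounds, then yeast cells expressing toxic A-beta were added; plates incubated at 30 C for 48 hr. Growth read as absorbance at 600 nm, normalized to DMSO and equimolar FeCl3 plus clioquinol controls.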
WRN helicase inh = WRN helicase (human) inhibition. WRN helicase unwinding, fluorescent forked duplex, kinetic. 360,000 tested, 0.46% active. Potency, µM (doses to about 114 µM), for inactives: at the top dose activity change, negative = inhibition, most hits filed as inhibitors. AID 651768. Q14191; also: potency is read from the fitted curve at half-maximal effect; % is scaled to controls: 0 for no effect and ±100 for the full control effect; nearly all actives have a fitted effect of over 55% in size
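Enzyme (20 nM final) and test compound sit together 15 min at room temperature before substrate addition. Substrate is a single-forked duplex oligonucleotide (100 nM) labelled with fluorophore and quencher, with 2 mM ATP; helicase unwinding raises red fluorescence, read kinetically.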
IL2 activator = activates IL-2 in a cell-based reporter assay; IL-2 activation reporter assay, cell-based qHTS; stimulated with anti-CD3/CD4/CD28 beads; in transgenic mouse T cells; activation, % (series mostly up to about 46 µM); 360,000 tested, 0.065% active; AID 652025; in the data active = activation above about 50%; inconclusive = mostly about 30% to 49%; also: 0% is about no effect
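Readout: EGFP and DsRed signals by fluorescent plate cytometry. Unstimulated transgenic mouse T cells received compound 60 min before antibody-bead stimulation, then incubated 18 h at 37 degrees C.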
aSyn rescue = alpha-synuclein toxicity inhibition in yeast; Yeast expressing alpha-synuclein, growth rescue, BacTiter-Glo, 24 h; Potency, µM (series often up to 46.1 µM), inactives show top-dose growth rescue (activation), actives largely listed as activators; 370,000 tested, 0.14% active; also: potency is read from the fitted curve at half-maximal effect; % of control where 0% means no effect; nearly all actives have a fitted effect of over 65% in size
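Galactose-induced alpha-syn yeast (OD600=0.02, raffinose-pregrown) + pinned cpd, 24 hr, 30 deg C; growth by BacTiter-Glo luminescence. Growth restoration scores as activation.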
PLK1 PBD inh = PLK1 (human) polo-box domain binding inhibition. P53350. Plk1 PBD binding of FITC phosphopeptide, fluorescence polarization. Potency, µM, for inactives: max response, negative = inhibition, hits mostly inhibitors. 360,000 tested, 2.8% active. AID 720504; also: potency is read from the fitted curve at half-maximal effect; series mostly up to about 57 µM; % is scaled to controls: 0 for no effect and ±100 for the full control effect; nearly all actives have a fitted effect of over 65% in size
PI5P4K alpha inh = PI5P4K alpha (human) kinase inhibition; PI5P4Kalpha enzyme, ADP-Glo luminescence, 60 min; active compounds read low; max response, %; 330,000 tested, 1.2% active; active = max response of -50% or lower; inconclusive = between -30% and -50%; inactive = -30% or higher; also: value at the top dose of about 77 µM; % is scaled to controls: 0 for no effect and ±100 for the full control effect
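Quantitative HTS of the MLSMR library against PI5P4Kalpha with substrate. ATP added last at 5 microM final; room temperature, 60 minutes. Remaining ATP depleted, ADP converted and read as luminescence.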
EPAC1 antagonist = blocks human EPAC1 exchange factor | 360,000 tested, 0.14% active | O95398 | Potency, µM (doses to about 115 µM), for the others: at the highest dose activity change, negative = inhibition, usual class: inhibitors | AID 720709 | EPAC1 GEF assay, Rap1b-BODIPY-GDP exchange fluorescence;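 also: potency is read from the fitted curve at half-maximal effect; plate controls were vehicle for no effect and positive control for full effect; nearly all actives have a fitted effect of over 50% in size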
FUS suppressor = rescues growth of FUS-expressing yeast. S. cerevisiae FUS-expressing, growth rescue, OD600, 24 h. Potency, µM (doses to about 76.6 µM), inactives show top-dose growth rescue (activation), actives largely listed as activators. 390,000 tested, 0.24% active. AID 1347120;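 also: potency is read from the fitted curve at half-maximal effect; plate controls were DMSO vehicle for no effect and reference control for full effect; nearly all actives have a fitted effect of over 55% in size; some results filed as inactive show a strong effect at the top dose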
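Quantitative HTS measuring growth restoration of FUS-toxic yeast. Galactose-induced cells (OD 0.005) were exposed 24hr at 30C to compounds at several concentrations, then absorbance at 600 nm was recorded.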
* = called active by the depositor; ? = inconclusive; / = not tested or not shown; [ ] = remark or other dose. Unless noted, calls follow the shape of the dose curve; as a rule, active = well fitted curve in the direction sought with a large enough effect; inconclusive = small, poorly fitted or top-dose-only effect, or another doubt; inactive = no such curve, though single readings can be large; an effect the other way counts as inactive or inconclusive.

item	structure	aSyn rescue	EPAC1 ag	PI5P4K alpha inh	PLK1 PBD inh	Abeta yeast res	FUS suppressor	EPAC1 antagonist	WRN helicase inh	IL2 activator
1	CCS(=O)(=O)N1Cc2ccccc2CC1C(=O)Nc1ccc(F)cc1 (stereo not given)	0%	4%	-1	-4%	23%	-9%	3%	-6%	0.2
2	COc1ccccc1C(=O)N(Cc1nc(-c2ccc(Cl)cc2)no1)C(C)C	15%	-2%	-6	-4%	-4%	39%	-17%	2%	-3.4
3	Cc1ccc(C(=O)N2C(=S)C(c3ccc(F)cc3)=NC23CCN(C)CC3)cc1	1%	11%	-19	24µM*	2%	14%	1%	?	-1.7
4	O=C1CN(C(=O)c2cc3ccccc3o2)c2ccccc2N1	-1%	2%	-19	-17%	-6%	49%	-27%	-8%	-4.2
5	COC(=O)c1ccsc1NC(=O)CN1C(=O)CCC1=O	-6%	-7%	-5	-10%	-7%	1%	-4%	-2%	1.8
6	C=CCNC(=O)C(=O)Nc1cc2c3c(c1)CCC(=O)N3CCC2	2%	5%	-1	-2%	-7%	-19%	-6%	-4%	0.3
7	COc1ccccc1CNC(=O)CSc1nc(N)c(C#N)c(-c2cccs2)c1C#N	-1%	-10%	0	-21%	-1%	32%	-6%	3%	-3.1
8	Cc1c(Cl)c([N+](=O)[O-])nn1CC(=O)NCCCN1CCOCC1	?	2%	-5	-13%	-14%	3%	-20%	-31%	1.1
9	CN(C)S(=O)(=O)c1cccc(NC(=S)NCc2ccco2)c1	6%	0%	-2	6%	-2%	2%	12%	-2%	-1.8
10	Brc1ccccc1C1N=C(c2ccccc2)NO1 (stereo not given)	4%	-3%	3	6%	-2%	0%	-25%	-1%	-0.4

Down the list, from the results shown:
PI5P4K alpha inh for entries 3–8, in order: -19, -19, -5, -1, 0, -5
EPAC1 ag for entries 3–8, in order: 11%, 2%, -7%, 5%, -10%, 2%

Next section.
item	structure	aSyn rescue	EPAC1 ag	PI5P4K alpha inh	PLK1 PBD inh	Abeta yeast res	FUS suppressor	EPAC1 antagonist	WRN helicase inh	IL2 activator
11	CCCc1cc(=O)oc2c(C)c(OC(C)C(=O)NCCN3CCOCC3)ccc12 (stereo not given)	0%	11%	5	-6%	3%	-4%	-25%	1%	-2.0
12	CCOc1ccc(-c2nnc(Nc3ccc(OC)c(C(=O)N4CCCCC4)c3)c3ccccc23)cc1	-1%	2%	-22	-12%	-4%	25%	-2%	-18%	-0.5
13	CCC(=O)Nn1c(C2CCC2)nc2ccccc2c1=O	2%	-1%	3	-2%	9%	-3%	0%	8%	-0.6
14	CCN(CC)C(=O)Cn1nnc(-c2ccc(C)o2)n1	1%	0%	-10	-7%	1%	17%	-5%	-2%	-1.5
15	COc1nc(NCCC2=CCCCC2)nc(OC)n1	-3%	2%	0	-9%	-6%	20%	-6%	-8%	-2.1
16	CCSc1nnc(NC(=O)C2CC2c2ccccc2)s1 (stereo not given)	1%	-6%	1	-13%	0%	/	-20%	-21%	-2.9
17	COC(=O)c1sccc1NC(=O)Nc1ccc(F)cc1	-34%[inhibitor]	-12%	1	4%	-35%[inhibitor]	9%	4%	0%	-0.7
18	COC(=O)c1sc(NC(=O)c2cc3c(s2)CCCC3)nc1C	-9%	-5%	/	-7%	6%	-1%	4%	-5%	0.9
19	COc1ccc(OC)c(/C=C2\Oc3cc(OCC(=O)N4CCC(C(=O)O)CC4)ccc3C2=O)c1	-2%	-2%	10	-3%	-1%	12%	-22%	-27%	0.1
20	O=c1[nH]c2ccc(Br)cc2c(-c2ccccc2)c1N1CCOCC1	-1%	6%	-1	-14%	1%	-3%	-4%	8%	-1.2

A different layout for part of the listing above.
12) CCOc1ccc(-c2nnc(Nc3ccc(OC)c(C(=O)N4CCCCC4)c3)c3ccccc23)cc1
13) CCC(=O)Nn1c(C2CCC2)nc2ccccc2c1=O
20) O=c1[nH]c2ccc(Br)cc2c(-c2ccccc2)c1N1CCOCC1
14) CCN(CC)C(=O)Cn1nnc(-c2ccc(C)o2)n1
16) CCSc1nnc(NC(=O)C2CC2c2ccccc2)s1 (stereo not given)
15) COc1nc(NCCC2=CCCCC2)nc(OC)n1
compound no.	12	13	20	14	16	15
aSyn rescue	-1%	2%	-1%	1%	1%	-3%
EPAC1 ag	2%	-1%	6%	0%	-6%	2%
PI5P4K alpha inh	-22	3	-1	-10	1	0
PLK1 PBD inh	-12%	-2%	-14%	-7%	-13%	-9%
Abeta yeast res	-4%	9%	1%	1%	0%	-6%
FUS suppressor	25%	-3%	-3%	17%	/	20%
EPAC1 antagonist	-2%	0%	-4%	-5%	-20%	-6%
WRN helicase inh	-18%	8%	8%	-2%	-21%	-8%
IL2 activator	-0.5	-0.6	-1.2	-1.5	-2.9	-2.1

The results go on.
item	structure	aSyn rescue	EPAC1 ag	PI5P4K alpha inh	PLK1 PBD inh	Abeta yeast res	FUS suppressor	EPAC1 antagonist	WRN helicase inh	IL2 activator
21	O=C(NC(NC(=S)N1CCOCC1)C(Cl)(Cl)Cl)c1cccc2ccccc12 (stereo not given)	-5%	2%	-1	0%	-2%	/	-2%	-13%	-1.3
22	O=C(NCCCN1CCCC1=O)C1CCN(S(=O)(=O)c2cc(C(F)(F)F)ccc2Cl)CC1	1%	10%	14	-11%	10%	-3%	-3%	3%	0.8
23	O=C(O)C1CCCCC1C(=O)N1CCCC1 (stereo not given)	6%	-12%	1	3%	-24%	-15%	17%	11%	0.6
24	CC1Cc2ccccc2N1S(=O)(=O)c1cccc(C(=O)NCC(c2ccco2)N2CCCC2)c1 (stereo not given)	0%	9%	5	-5%	10%	28%	6%	0%	0.1
25	CCCCNS(=O)(=O)c1cccc(NC(=O)[C@@H]2O[C@H](CO)[C@H](O)[C@H](O)[C@H]2O)c1	-19%	-19%	-4	-7%	9%	4%	32%[activator]	4%	1.4
26	CCc1cc2c(=O)n(Cc3ccccc3)c(SC3CCOC3=O)nc2s1 (stereo not given)	-6%	1%	-5	-5%	-12%	35%	2%	-1%	4.5
27	CSC(=CC(=O)c1ccccc1)SC	-1%	13%	/	-7%	-5%	16%	-1%	2%	-0.9
28	COc1ccc(Cl)cc1N1C(=O)/C(=C\c2sccc2C)N=C1SCC(=O)NC1CC1	-2%	8%	/	2%	-7%	?	-3%	-12%	-0.6
29	CCOc1nc2c(c(-c3cccs3)c1C#N)Cc1ccccc1-2	0%	6%	0	-11%	-3%	5%	-13%	5%	-3.4
30	O=C(CNC(=O)c1cc(S(=O)(=O)N2CCOCC2)ccc1N1CCCC1)Nc1ccc(F)c(F)c1	-3%	-2%	4	-18%	-12%	23%	-9%	-4%	-0.6
31	Cc1cc(-c2ccccc2)c2nncn2n1	4%	2%	3	-5%	4%	-11%	6%	-1%	2.4
32	COc1ccc2c(c1)C(=O)CC(O)(C(F)F)O2 (stereo not given)	1%	0%	2	4%	-14%	15%	5%	7%	-4.6
33	CCCNC(=O)Cn1cnc2sc(C(=O)NCCN(CC)CC)c(C)c2c1=O	-7%	4%	-7	-4%	2%	-3%	8%	-11%	1.6
34	C=C(C)CCOC(=O)C(CC(=O)O)NCc1ccco1 (stereo not given)	0%	-2%	-9	?	-3%	-21%	3%	-4%[11.6 µM]	1.0
35	Cc1nnc(C)n1/N=C/c1cccn1C	-7%	-2%	?	3µM*	21%	-9%	9%	0%	-0.4
36	CC(=O)Nc1ccc(S(=O)(=O)N(C)CC(=O)OCC(=O)N(CC(C)C)C2CCS(=O)(=O)C2)cc1 (stereo not given)	4%	-1%	-1	-3%	3%	-6%	6%	2%	-3.6
37	COC(=O)CNC(c1ccccc1)c1cc(C)ccc1NC(=O)CNC(=O)OCc1ccccc1 (stereo not given)	3%	4%	7	2%	8%	11%	4%	-2%	-0.2
38	O=C1c2ccccc2C(=O)N1CCCCCc1nc(-c2ccccc2)no1	6%	15%	-3	-9%	-7%	5%	6%	-7%	-0.3
39	Cc1cccc(C)c1Nc1n[nH]c(=S)s1	2%	-3%	-73*	?	25%	13%	-4%	-6%	-0.8
40	CC(=O)N(C)C1=C(O)c2ccccc2C(=O)C1=O	2%	5%	/	-2%	-4%	31%	-10%	-5%	-3.7
41	O=C(NC1CC2CCCC(C1)N2C(=O)NC1CCCCC1)c1ccccc1 (stereo not given)	0%	12%	-4	-11%	14%	-3%	0%	1%	-0.7
42	COc1cc(/C=N/Nc2ccc(Cl)c(C(=O)O)c2)ccc1OC(=O)c1ccccc1F	?	0%	1	?	15%	20%	?	-6%	1.4
43	COc1ccc(CCNC(=O)C(=O)NCC2OCCN2S(=O)(=O)c2cc(F)ccc2F)cc1OC (stereo not given)	1%	-5%	-5	0%	-16%	5%	?	-1%	-0.9
44	Cc1ccc(-c2csc(N3CCC[C@@H]3C(=O)NCCn3c(C(F)(F)F)nc4ccccc43)n2)cc1	14%	-16%	11	-3%	9%	?	-2%	-11%	-0.6
45	Cc1cccc(-c2noc(-c3ccccc3C(=O)NCC3CCCO3)n2)c1 (stereo not given)	1%	10%	2	-7%	3%[9.22 µM]	-25%	0%	-15%	-1.9
46	Cc1ccc2c(c1)c1nc3ccccc3nc1n2CCN1CCOCC1	1%	1%	2	-11%	-7%	14%	-17%	9%	-1.9
47	COCCn1c(=NC(=O)/C=C/c2ccccc2)sc2cc(NC(C)=O)ccc21	0%	-11%	-3	-3%	19%	/	-16%	-5%	-0.2
48	CC(c1ccccc1)N1CCN(C(=O)CCl)CC1 (stereo not given)	4%	1%	5	-3%	6%	4%	0%	1%	-1.0
49	Cc1ccc2nc(NC(=O)COC(=O)c3ccco3)sc2c1	/	-2%	-11	-12%	18%	32%	13%	-19%	-2.2

Source: PubChem (National Center for Advancing Translational Sciences (NCATS))

Compounds were not picked by outcome. About 4.1% of those tested had a hit in this group.
